hERG rescue: shields human hERG channel from block by proarrhythmic agents; AID 1511; Q12809; hit rate 0.51% among 310,000; CHO-hERG, FluxOR thallium flux, dofetilide IC70 present; activation (rescue from dofetilide block), less the hit threshold, % at 10 µM;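 active = activation above the mean of controls blocked by dofetilide plus 5 SD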;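 note: thallium influx through hERG after potassium depolarization seen as dye fluorescence rise; in these data hits start at about 4.7%; inactives centre near -7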
KCNQ1 pot: potentiates or activates the human KCNQ1 potassium channel. P51787. CHO-K1 KCNQ1, thallium flux FluxOR fluorescence; hits give high values. B-score at 10 µM. hit rate 0.35% among 310,000;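 active = fluorescence ratio B-score, a plate-corrected score, at least three library SD, with initial intensity B-score within 5 SD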
Target sequence (P51787 whole entry, looked up): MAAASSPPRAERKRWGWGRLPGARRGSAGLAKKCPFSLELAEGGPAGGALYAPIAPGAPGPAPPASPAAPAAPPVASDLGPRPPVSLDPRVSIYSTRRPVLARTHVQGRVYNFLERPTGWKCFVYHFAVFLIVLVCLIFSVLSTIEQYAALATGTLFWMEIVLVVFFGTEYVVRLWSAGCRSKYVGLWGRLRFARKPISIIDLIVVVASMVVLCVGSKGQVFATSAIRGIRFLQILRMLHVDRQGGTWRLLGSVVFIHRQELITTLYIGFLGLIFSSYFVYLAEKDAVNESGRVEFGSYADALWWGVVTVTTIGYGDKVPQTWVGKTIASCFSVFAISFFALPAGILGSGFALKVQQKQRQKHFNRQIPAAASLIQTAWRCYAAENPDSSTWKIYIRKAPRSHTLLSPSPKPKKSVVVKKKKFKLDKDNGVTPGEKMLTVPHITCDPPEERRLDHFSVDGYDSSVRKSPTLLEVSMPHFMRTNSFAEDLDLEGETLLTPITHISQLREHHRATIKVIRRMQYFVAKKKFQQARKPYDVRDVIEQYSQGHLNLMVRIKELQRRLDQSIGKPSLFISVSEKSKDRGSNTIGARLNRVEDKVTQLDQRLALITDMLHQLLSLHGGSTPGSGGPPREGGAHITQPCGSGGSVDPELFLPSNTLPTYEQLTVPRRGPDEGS
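Assay system: stable KCNQ1 CHO-K1 line; medium: assay buffer, equal DMSO in all wells; timing: 90 min dye loading and 20 min compound exposure, both at room temperature; technique: kinetic FluxOR thallium fluorescence, 10-s 1-Hz baseline, 110-s post-stimulus read; read-out basis: B score of baseline-normalized fluorescence ratio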
TRPC4 PAM: allosterically enhances the mouse TRPC4 cation channel. HEK293 TRPC4beta/mu-opioid, DAMGO EC20, Fluo-4 Ca2+ flux; hits give high values. B-score at 10 µM. hit rate 0.42% among 310,000;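 active = B-score of calcium response area above 5 SD of library B-scores, with initial fluorescence ratio within 5 SD of library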;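 note: B-score of integrated fluorescence ratio over time as area under calcium response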
TRPC4 inh: blocks the mouse TRPC4 cation channel; HEK293 TRPC4beta/mu-opioid, DAMGO-evoked Fluo4 calcium flux; hits give low values; B-score at 10 µM; hit rate 0.39% among 300,000; AID 2247;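 active = B-score over 3 SD under the library average, no early fluorescence shift, positive overall ratio signal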
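System: stable TRPC4beta/mu-opioid receptor HEK293 cells; Dosing: single-point compound dosing; Measured by: Fluo4 Ca2+ flux fluorescence; Read-out basis: per-well B score of integrated baseline-normalized Fluo4 ratio.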
TRPC4 act: TRPC4 (mouse) channel activation; Q9QUQ5; HEK293 TRPC4beta/mu-opioid, Fluo4 calcium fluorescence; hits give high values; B-score at 10 µM; hit rate 0.49% among 310,000; AID 2237;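 active = B-score above 5 SD of library B-scores, and initial fluorescence ratio not above library mean plus 5 SD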;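 note: positive B-score marks a calcium rise read as TRPC4 activation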
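Test system: HEK293 cells stably co-expressing mouse TRPC4beta and mu-opioid receptor | Schedule: Fluo4 dye loading 45 min at room temperature, 110 s recording | Measured by: Kinetic Fluo4 calcium fluorescence, 5 s baseline at 1 Hz | Evaluation: B score of integrated ratio | Controls: Buffer (low) and maximal DAMGO (high)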
KCNK9 inh: inhibitors of human KCNK9 two-pore domain potassium channel; Q9NPC2; HEK293 KCNK9, FluxOR thallium flux fluorescence; hits give low values; B-score at 10 µM; hit rate 1.2% among 310,000; AID 488922;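 active = ratio B-score over 3 SD below the library mean, with starting fluorescence within 5 SD of its mean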;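 note: negative B-score means less thallium flux so channel inhibition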
Target sequence (Q9NPC2 whole entry, looked up, the tested form may be a part): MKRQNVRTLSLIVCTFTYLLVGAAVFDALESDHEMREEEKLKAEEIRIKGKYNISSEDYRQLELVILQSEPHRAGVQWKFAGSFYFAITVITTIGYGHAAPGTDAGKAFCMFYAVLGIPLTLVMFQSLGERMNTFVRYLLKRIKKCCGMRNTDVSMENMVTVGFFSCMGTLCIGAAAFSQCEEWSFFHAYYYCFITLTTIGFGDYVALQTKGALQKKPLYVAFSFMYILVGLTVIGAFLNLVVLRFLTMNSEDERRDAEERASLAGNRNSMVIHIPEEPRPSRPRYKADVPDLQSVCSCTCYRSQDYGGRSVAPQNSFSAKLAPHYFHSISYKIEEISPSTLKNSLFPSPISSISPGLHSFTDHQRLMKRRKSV
PolyA inhibitor: yeast polyadenylation inhibition; hit rate 0.02% among 300,000; calls only at 12 µM; S. cerevisiae SKY197-pL101 polyadenylation reporter, beta-gal luminescence; efflux-impaired pdr1/pdr3 knockout yeast; score 100 = 6 SD above DMSO; AID 1875;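 active = lowest replicate activity score at least 50, where 100 means six control SD above control mean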;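 note: yeast exposed to compound for 9 h at 30 °C; higher score means more reporter readthrough which indicates perturbed polyadenylation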
KCNK3 inh: human KCNK3 channel inhibition, primary screen. B-score at 10 µM. CHO-KCNK3 thallium flux, FluxOR fluorescence; hits give low values. hit rate 0.84% among 340,000. O14649;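 active = B-score under library mean minus 4 SD, starting fluorescence ratio at most library mean plus 5 SD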;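 note: more negative B-score means stronger inhibition of thallium flux through KCNK3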
Platelet DG rel: modulates dense granule release in human platelets | human platelet-rich plasma, SFLLRN dense granule ATP release, luminescence | inhibition, %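 (compounds screened at 7.5 µM in platelet-rich plasma)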 | hit rate 0.22% among 300,000 | AID 1663;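 active = mean replicate score, as percent of positive control, at or above 50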
Dyrk1A ADPGlo: inhibitors of rat Dyrk1A kinase; Q63470; ADP-Glo luminescence, NFATc1 peptide; inhibition, % at 12.5 µM; hit rate 0.43% among 310,000; in the data active = inhibition above about 50%;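 note: plate controls were vehicle with enzyme for no effect and no enzyme for full effect; many of its hits are not listed in these tables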
KCNQ1 block: human KCNQ1 channel inhibition; CHO-K1 KCNQ1, FluxOR thallium flux fluorescence; hits give high values; AID 2642; B-score at 10 µM; P51787; hit rate 1.3% among 310,000;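 active = compounds whose thallium flux B-score, printed positive for inhibition, exceeds three library SD while starting fluorescence stays within three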;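 note: channel opened by potassium depolarization with thallium stimulus after 20 min compound exposure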
Starred values were filed as active, the others as inactive. These rows are one share of the data (hit frequency here may not be typical).

Cc1cccc(N2CCN(C(=O)c3ccc4nc[nH]c4c3)CC2)c1C was read as hERG rescue -5, KCNQ1 pot inactive, TRPC4 PAM inactive, TRPC4 inh inactive, TRPC4 act inactive, KCNK9 inh inactive, PolyA inhibitor inactive, KCNK3 inh inactive, Platelet DG rel -3, Dyrk1A ADPGlo 3 and KCNQ1 block inactive.
Screening CCOc1c2ccc(C(=O)NCc3ccc4c(c3)OCO4)cc2nn1CC returned hERG rescue -5, KCNQ1 pot inactive, TRPC4 PAM inactive, TRPC4 inh inactive, TRPC4 act inactive, KCNK9 inh inactive, PolyA inhibitor inactive, KCNK3 inh inactive, Platelet DG rel 10, Dyrk1A ADPGlo 5 and KCNQ1 block inactive.
CC(SCc1ccccc1)C(=O)Nc1ccccc1Br (configuration not stated) was read as hERG rescue -4, KCNQ1 pot inactive, TRPC4 PAM inactive, TRPC4 inh inactive, TRPC4 act inactive, KCNK9 inh inactive, PolyA inhibitor inactive, KCNK3 inh inactive, Platelet DG rel -6, Dyrk1A ADPGlo 5 and KCNQ1 block inactive.
CC(O)(C#CCN1CCCCC1)c1ccccc1 (configuration not stated) was read as hERG rescue -8, KCNQ1 pot inactive, TRPC4 PAM inactive, TRPC4 inh inactive, TRPC4 act inactive, KCNK9 inh inactive, PolyA inhibitor inactive, KCNK3 inh inactive, Platelet DG rel 0, Dyrk1A ADPGlo 2 and KCNQ1 block inactive.
For Cc1c(NC(=O)c2ccc(NS(=O)(=O)c3ccccc3)cc2)c(=O)n(-c2ccccc2)n1C the results were hERG rescue -11, KCNQ1 pot inactive, TRPC4 PAM inactive, TRPC4 inh inactive, TRPC4 act inactive, KCNK9 inh inactive, PolyA inhibitor inactive, KCNK3 inh inactive, Platelet DG rel 10 and KCNQ1 block inactive.
Cc1nc2sc3c(c2c(=O)n1NC(=O)CCl)CCCC3 was read as hERG rescue -2, KCNQ1 pot inactive, TRPC4 PAM inactive, TRPC4 inh inactive, TRPC4 act inactive, KCNK9 inh inactive, PolyA inhibitor inactive, KCNK3 inh inactive, Platelet DG rel -1, Dyrk1A ADPGlo 3 and KCNQ1 block inactive.
CCN(CC(=O)NC(C)(C)C)C(=O)c1ccc(Br)cc1 was read as hERG rescue -9, KCNQ1 pot inactive, TRPC4 PAM inactive, TRPC4 inh inactive, TRPC4 act inactive, KCNK9 inh inactive, KCNK3 inh inactive and KCNQ1 block inactive.
Screening CCCNC(=S)N1CCN(c2nc(-c3cccc(OC)c3)cs2)CC1 returned hERG rescue -8, KCNQ1 pot inactive, TRPC4 PAM inactive, TRPC4 inh inactive, TRPC4 act inactive, KCNK9 inh inactive, PolyA inhibitor inactive, KCNK3 inh inactive, Platelet DG rel 12, Dyrk1A ADPGlo 7 and KCNQ1 block inactive.
`O=C(NCc1ccccc1Cl)C1CCCN(S(=O)(=O)c2cnc[nH]2)C1` (configuration not stated) gave hERG rescue -3, KCNQ1 pot inactive, TRPC4 PAM inactive, TRPC4 inh inactive, TRPC4 act inactive, KCNK9 inh inactive, PolyA inhibitor inactive, KCNK3 inh inactive, Platelet DG rel 2, Dyrk1A ADPGlo -3 and KCNQ1 block inactive.
For Cn1ccnc1CC(O)(c1ccccc1)c1ccccc1 the results were hERG rescue -1, KCNQ1 pot inactive, TRPC4 PAM inactive, TRPC4 inh inactive, TRPC4 act inactive, KCNK9 inh inactive, KCNK3 inh inactive, Platelet DG rel -1, Dyrk1A ADPGlo 13 and KCNQ1 block inactive.
Screening O=C(O)c1ccc(NS(=O)(=O)c2cc(C(=O)O)ccc2Br)cc1 returned hERG rescue -6, KCNQ1 pot inactive, TRPC4 PAM inactive, TRPC4 inh inactive, TRPC4 act inactive, KCNK9 inh inactive, PolyA inhibitor inactive, KCNK3 inh inactive, Platelet DG rel -3, Dyrk1A ADPGlo 4 and KCNQ1 block inactive.
`CCOC(=O)COc1cc(OCC(=O)OCC)c2c(=O)cc(-c3ccccc3)oc2c1` gave hERG rescue -10, KCNQ1 pot inactive, TRPC4 PAM inactive, TRPC4 inh inactive, TRPC4 act inactive, KCNK9 inh inactive, PolyA inhibitor inactive, KCNK3 inh inactive, Platelet DG rel 12, Dyrk1A ADPGlo 0 and KCNQ1 block inactive.
`COc1cc(NS(=O)(=O)c2ccc(NC(=S)NC(=O)c3ccco3)cc2)nc(OC)n1` gave hERG rescue -9, KCNQ1 pot inactive, TRPC4 PAM inactive, TRPC4 inh inactive, TRPC4 act inactive, KCNK9 inh inactive, PolyA inhibitor inactive, KCNK3 inh inactive, Platelet DG rel 4, Dyrk1A ADPGlo 10 and KCNQ1 block inactive.
For CNS(=O)(=O)c1cc(C(=O)OCC(=O)NC2CCCc3ccccc32)ccc1Cl (configuration not stated) the results were hERG rescue -13, KCNQ1 pot inactive, TRPC4 PAM inactive, TRPC4 inh inactive, TRPC4 act inactive, KCNK9 inh inactive, PolyA inhibitor inactive, KCNK3 inh inactive, Platelet DG rel -1, Dyrk1A ADPGlo 4 and KCNQ1 block inactive.
Screening O=C(NC(Cc1ccccc1)C(=O)O)OCC1c2ccccc2-c2ccccc21 (configuration not stated) returned hERG rescue -2, KCNQ1 pot inactive, TRPC4 PAM inactive, TRPC4 inh inactive, TRPC4 act inactive, KCNK9 inh inactive, PolyA inhibitor inactive, KCNK3 inh inactive, Platelet DG rel 2, Dyrk1A ADPGlo 3 and KCNQ1 block inactive.

Two neighbouring entries already listed, for reference:
CCN(CC(=O)NC(C)(C)C)C(=O)c1ccc(Br)cc1 was read as hERG rescue -9, KCNQ1 pot inactive, TRPC4 PAM inactive, TRPC4 inh inactive, TRPC4 act inactive, KCNK9 inh inactive, KCNK3 inh inactive and KCNQ1 block inactive.
Screening CCCNC(=S)N1CCN(c2nc(-c3cccc(OC)c3)cs2)CC1 returned hERG rescue -8, KCNQ1 pot inactive, TRPC4 PAM inactive, TRPC4 inh inactive, TRPC4 act inactive, KCNK9 inh inactive, PolyA inhibitor inactive, KCNK3 inh inactive, Platelet DG rel 12, Dyrk1A ADPGlo 7 and KCNQ1 block inactive.

Next structures follow:
COC(=O)c1ccc(COc2ncnc3sccc23)cc1 was read as hERG rescue -6, KCNQ1 pot inactive, TRPC4 PAM inactive, TRPC4 inh inactive, TRPC4 act inactive, KCNK9 inh inactive, PolyA inhibitor inactive, KCNK3 inh inactive, Platelet DG rel -15, Dyrk1A ADPGlo -3 and KCNQ1 block inactive.
Screening Cc1onc(-c2c(F)cccc2Cl)c1C(=O)Nc1nnc(C2CC2)s1 returned hERG rescue -11, KCNQ1 pot inactive, TRPC4 PAM inactive, TRPC4 inh inactive, TRPC4 act inactive, KCNK9 inh inactive, PolyA inhibitor inactive, KCNK3 inh inactive, Platelet DG rel -13, Dyrk1A ADPGlo 11 and KCNQ1 block inactive.
`Cc1ccc(N=Nc2c(C)[nH]n(-c3ccccc3)c2=O)cc1` gave hERG rescue -5, KCNQ1 pot inactive, TRPC4 PAM inactive, TRPC4 inh inactive, TRPC4 act inactive, KCNK9 inh inactive, PolyA inhibitor inactive, KCNK3 inh inactive, Platelet DG rel -1, Dyrk1A ADPGlo -8 and KCNQ1 block inactive.
For Cc1cccc(Cl)c1NC(=O)N1CCCN(c2ncccc2[N+](=O)[O-])CC1 the results were hERG rescue -11, KCNQ1 pot inactive, TRPC4 PAM inactive, TRPC4 inh inactive, TRPC4 act inactive, KCNK9 inh inactive, PolyA inhibitor inactive, KCNK3 inh inactive, Platelet DG rel -15, Dyrk1A ADPGlo 2 and KCNQ1 block inactive.
Screening CC(C)NS(=O)(=O)c1ccc(OCC(=O)N2CCN(c3ccccc3)CC2)cc1 returned hERG rescue -2, KCNQ1 pot inactive, TRPC4 PAM inactive, TRPC4 inh inactive, TRPC4 act inactive, KCNK9 inh inactive, PolyA inhibitor inactive, KCNK3 inh inactive, Platelet DG rel 0, Dyrk1A ADPGlo -3 and KCNQ1 block inactive.
For Cc1ccc(C)c(NC(=O)C(c2ccccc2)N2CCOCC2)c1 (configuration not stated) the results were hERG rescue -9, KCNQ1 pot inactive, TRPC4 PAM inactive, TRPC4 inh inactive, TRPC4 act inactive, KCNK9 inh inactive, PolyA inhibitor inactive, KCNK3 inh inactive, Platelet DG rel 0, Dyrk1A ADPGlo -3 and KCNQ1 block inactive.
CCOC(=O)CSc1n[nH]c(-c2ccco2)n1 was read as hERG rescue -8, KCNQ1 pot inactive, TRPC4 PAM inactive, TRPC4 inh inactive, TRPC4 act inactive, KCNK9 inh inactive, PolyA inhibitor inactive, KCNK3 inh inactive, Platelet DG rel 7, Dyrk1A ADPGlo 0 and KCNQ1 block inactive.
Cc1ccc(/C=N/NC(=O)CSc2nnc(-c3ccccc3)n2-c2ccc(Cl)cc2)o1 was read as hERG rescue -15, KCNQ1 pot inactive, TRPC4 PAM inactive, TRPC4 inh inactive, TRPC4 act inactive, KCNK9 inh inactive, PolyA inhibitor inactive, KCNK3 inh inactive, Platelet DG rel -22, Dyrk1A ADPGlo 2 and KCNQ1 block inactive.
Screening CCCN1C2CCCC1CC(NC(=O)c1ccc(OC)cc1)C2 (configuration not stated) returned hERG rescue -10, KCNQ1 pot inactive, TRPC4 PAM inactive, TRPC4 inh inactive, TRPC4 act inactive, KCNK9 inh inactive, PolyA inhibitor inactive, KCNK3 inh inactive, Platelet DG rel 13, Dyrk1A ADPGlo 0 and KCNQ1 block inactive.
Screening O=C(CN1C(=O)COc2ccccc21)N1CCN(c2ccccc2F)CC1 returned hERG rescue -1, KCNQ1 pot inactive, TRPC4 PAM inactive, TRPC4 inh inactive, TRPC4 act inactive, KCNK9 inh inactive, PolyA inhibitor inactive, KCNK3 inh inactive, Platelet DG rel 6, Dyrk1A ADPGlo 25 and KCNQ1 block inactive.
For CC(C(=O)Nc1cccnc1)n1cc([N+](=O)[O-])cn1 (configuration not stated) the results were hERG rescue -7, KCNQ1 pot inactive, TRPC4 PAM inactive, TRPC4 inh inactive, TRPC4 act inactive, KCNK9 inh inactive, PolyA inhibitor inactive, KCNK3 inh inactive, Platelet DG rel -1 and KCNQ1 block inactive.
BrC(/C=N/N1CCN(Cc2ccccc2)CC1)=C/c1ccccc1 was read as hERG rescue -11, KCNQ1 pot inactive, TRPC4 PAM inactive, TRPC4 inh inactive, TRPC4 act inactive, KCNK9 inh inactive, PolyA inhibitor inactive, KCNK3 inh inactive, Platelet DG rel 0 and KCNQ1 block inactive.
Screening CCN(CC)S(=O)(=O)c1ccccc1/C=N\O returned hERG rescue 2, KCNQ1 pot inactive, TRPC4 PAM inactive, TRPC4 inh inactive, TRPC4 act inactive, KCNK9 inh inactive, PolyA inhibitor inactive, KCNK3 inh inactive, Platelet DG rel 20, Dyrk1A ADPGlo 36 and KCNQ1 block inactive.
